# Bioassay records as filed in PubChem BioAssay.
# OX1R antagonist – human HCRTR1 antagonism; inhibition, % at 5 µM; CHO/OX1R cells, Fluo-8 calcium fluorescence, orexin A; O43613; 0.43% of 330,000 active;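 active means inhibition above its plate's threshold, mean inhibition of all tested compounds on the plate plus 3 SD, cut at about 37% in these data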;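 further: 0% = orexin A challenge wells and 100% = SB-334867-A antagonist wells; not every result past the cut was called active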
# Target sequence (O43613 whole entry, looked up): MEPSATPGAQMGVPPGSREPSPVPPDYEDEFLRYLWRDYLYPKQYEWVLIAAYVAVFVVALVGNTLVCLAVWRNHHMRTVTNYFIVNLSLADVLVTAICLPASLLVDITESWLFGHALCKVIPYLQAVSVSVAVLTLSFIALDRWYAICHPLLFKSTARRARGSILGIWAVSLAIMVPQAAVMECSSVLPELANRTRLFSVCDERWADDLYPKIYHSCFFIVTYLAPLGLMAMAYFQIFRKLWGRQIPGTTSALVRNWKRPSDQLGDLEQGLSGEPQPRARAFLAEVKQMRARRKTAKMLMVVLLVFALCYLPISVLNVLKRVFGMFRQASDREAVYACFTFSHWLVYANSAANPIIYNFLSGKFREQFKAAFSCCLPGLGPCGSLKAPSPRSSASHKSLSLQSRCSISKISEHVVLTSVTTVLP
# CHT PAM – human CHT allosteric activation | Q9GZV3 | CHT-expressing cells, membrane potential dye, choline EC20; hits give high values; LV-AA mutant CHT in HEK293 cells | B-score at 10 µM | 0.49% of 310,000 active | AID 488977;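 active means initial fluorescence not abnormally high and integrated response B-score, plate-corrected, over 3 SD above library mean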
# Target sequence (Q9GZV3 whole entry, looked up): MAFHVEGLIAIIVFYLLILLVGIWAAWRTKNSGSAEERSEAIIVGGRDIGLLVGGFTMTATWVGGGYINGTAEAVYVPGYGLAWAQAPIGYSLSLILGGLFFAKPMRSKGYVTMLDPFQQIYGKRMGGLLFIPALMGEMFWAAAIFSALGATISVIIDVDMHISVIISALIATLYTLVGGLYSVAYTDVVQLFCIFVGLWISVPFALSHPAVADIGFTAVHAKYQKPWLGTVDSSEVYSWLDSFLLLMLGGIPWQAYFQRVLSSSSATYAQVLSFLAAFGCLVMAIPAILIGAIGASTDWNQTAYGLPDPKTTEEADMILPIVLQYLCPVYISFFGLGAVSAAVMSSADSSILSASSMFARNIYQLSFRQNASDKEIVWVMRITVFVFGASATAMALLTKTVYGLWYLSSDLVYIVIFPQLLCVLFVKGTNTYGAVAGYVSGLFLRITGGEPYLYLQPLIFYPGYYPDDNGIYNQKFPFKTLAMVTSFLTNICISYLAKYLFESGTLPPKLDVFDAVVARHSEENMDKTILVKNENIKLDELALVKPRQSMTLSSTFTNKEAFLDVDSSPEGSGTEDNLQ
# * = called active by the depositor; i = inactive; . = not tested or not shown.
SMILES,OX1R antagonist,CHT PAM
CCOC(=O)c1nn(-c2ccc(F)cc2)c(=O)cc1OCC(=O)N1CCN(c2ccccc2)CC1,-15,i
CC(OC(=O)c1ccc(Cl)c(S(N)(=O)=O)c1)C(=O)NCC1CCCCC1 (centres undefined),-16,.
CN(C)CC(=O)N1CCc2ccccc2C1,13,i
CCNC(=O)CSc1nc2cc([N+](=O)[O-])ccc2n1-c1cccc(C(F)(F)F)c1,-12,i
CCCCc1nnc(NC(=O)C2CC(=O)N(Cc3ccccc3)C2)s1 (centres undefined),-29,i
CCN(CC(=O)Nc1c(F)cccc1F)C(=O)c1cc2ccccc2oc1=O,-7,i
O=c1c(-c2ccccc2)c(-c2ccccc2)oc2cc(O)cc(O)c12,36,i
O=C(O)CCc1ccc(-c2ccc(F)cc2)n1Cc1ccco1,-22,i
Cc1onc(-c2c(F)cccc2Cl)c1C(=O)OCC(=O)NC1CC1,-3,i
COC(=O)c1ccc(N/C(=N/S(=O)(=O)c2ccccc2)c2ccccc2)cc1,-15,i

# Given with two lines to a compound: entries from further up.
# Values run as follows: OX1R antagonist | CHT PAM
CCOC(=O)c1nn(-c2ccc(F)cc2)c(=O)cc1OCC(=O)N1CCN(c2ccccc2)CC1
→ -15 | i
CC(OC(=O)c1ccc(Cl)c(S(N)(=O)=O)c1)C(=O)NCC1CCCCC1 (centres undefined)
→ -16 | .
CN(C)CC(=O)N1CCc2ccccc2C1
→ 13 | i
CCNC(=O)CSc1nc2cc([N+](=O)[O-])ccc2n1-c1cccc(C(F)(F)F)c1
→ -12 | i
CCCCc1nnc(NC(=O)C2CC(=O)N(Cc3ccccc3)C2)s1 (centres undefined)
→ -29 | i
CCN(CC(=O)Nc1c(F)cccc1F)C(=O)c1cc2ccccc2oc1=O
→ -7 | i

# The listing continues:
SMILES,OX1R antagonist,CHT PAM
O=C(O)C1CC(=O)N(Cc2ccc(F)cc2)C1 (centres undefined),13,i
Cc1ccc2cc(C)c(N3CCN(c4ccc(F)cc4)CC3)nc2c1,-27,i
COc1ccc(CN2C(=O)CCC2(C)C(=O)NCc2cccnc2)c(OC)c1 (centres undefined),-4,i
CCOC(=O)C(NC(=O)c1ccccc1Cl)(Nc1ccc(C)c(C)c1)C(F)(F)F (centres undefined),-2,i
CCCCN(C(=O)c1cc2ccccc2o1)c1c(N)n(CCC)c(=O)[nH]c1=O,-3,i
COc1cc(/C=C2/SC(=S)N(c3ccccc3)C2=O)ccc1Oc1nc(N2CCOCC2)nc(N2CCOCC2)n1,-13,i
Cc1ccc(C(=O)NC(NCC2CCCO2)C(Cl)(Cl)Cl)cc1 (centres undefined),-25,i
CC(C)(C)NC(=O)CN1C(=O)NC(c2ccccc2)(c2ccccc2)C1=O,-27,i
COc1cc(/C=C/c2[nH]c(=O)[nH]c(=O)c2[N+](=O)[O-])cc([N+](=O)[O-])c1O,-12,i
O=C(NCc1ccc(F)cc1F)c1cc(COc2c(F)cccc2F)on1,-27,i
COc1ccc(C(=O)NC(=S)NNC(=O)c2c(-c3ccccc3)noc2C)cc1OC,-23,i
COc1ccc(CNC(=O)C/C(C)=N/NC(=O)c2cnccn2)cc1,-17,i
O=C(Nc1ccc(Cl)cc1)C1CCCN(c2ncnc3c2nc2n3CCCCC2)C1 (centres undefined),-5,i
COc1ccc(Cl)cc1NC(=O)C/C(C)=N/NC(=O)C(=O)NCc1ccccc1,-37,i
Cc1ccc(NC(=O)CCNS(=O)(=O)c2ccc3c(c2)oc(=O)n3C)cc1C,-14,i
O=C(Cn1cncn1)N/N=C/c1cccc2ccccc12,0,i
COC(=O)c1ccc(C)c(NS(=O)(=O)c2ccc3c(c2)OCCO3)c1,0,i
N=c1sccn1CC(=O)Nc1cccc(S(N)(=O)=O)c1,1,i
Cc1ccc2c(c1)cc(CN(Cc1cccs1)C(=O)c1ccco1)c1nnnn12,-36,i
O=C1OCC/C1=C\OCCCO/C=C1\CCOC1=O,-16,i
COc1ccc(NC(=O)CCCN2C(=O)C(c3ccccc3)Oc3cccnc32)cc1OC (centres undefined),-16,i
Cc1c(C(=O)N2CCCCC2)c(S(=O)(=O)N2CCN(c3ccc(F)cc3)CC2)c(C)n1C,-13,i
COc1ccccc1C(=O)Oc1ccc(N2C(=O)CCC2=O)cc1,-5,i
COC(=O)CSc1nnnn1-c1cccc2ccccc12,17,i
COC(=O)c1cc(S(=O)(=O)N2CCN(c3ccc(F)cc3)CC2)cn1C,-16,i
O=C(CCNC(=O)C1CCN(S(=O)(=O)c2ccccc2)CC1)NCc1cccc(C(F)(F)F)c1,-5,i
C/C(Cl)=C\Cn1c(O)c(N=NC(N)=S)c2cc(Br)ccc21,-30,i
CCN(CC)CCCNc1nc(C)cc(COC)c1C#N,-16,i
Cc1cc(C)n(Cc2ccc(C(=O)Nc3cccc(Br)c3)o2)n1,-26,i
CC(=O)Nc1ccc(C2=NNC(=Nc3ccc(S(=O)(=O)N4CCOCC4)cc3)SC2)cc1,3,i
Cc1ccc(NC2=NC(c3ccccc3)n3c(nc(C)cc3=O)N2)c(C)c1 (centres undefined),-28,i
Cc1ccc(NC(=O)CSc2nnc(-c3cnccn3)n2Cc2ccco2)cc1C,-29,i
Cc1ccccc1NS(=O)(=O)c1ccc2oc(=O)ccc2c1,-5,i
Cc1cc(C)nc(N2CCC(C(=O)Nc3ccc4c(c3)OCCO4)CC2)n1,-26,i
O=C(Nc1ccc(Cl)c(Cl)c1)C1CC(=O)N(c2ccc(Br)cc2)C1 (centres undefined),-12,i
Cc1[nH]n(C(N)=S)c(=O)c1N=Nc1cccc(C(F)(F)F)c1,-14,i
CN(Cc1ccccc1)C(=O)COc1ccc2ccccc2c1,-23,i
CCCCC1C2=C(CC(C)(C)CC2=O)OC2=C1C(=O)CC(C)(C)C2,-22,i
C/C(=N/Nc1ncc(C(F)(F)F)cc1Cl)c1ccncc1,-26,i
CC(C)C(C)NC(=O)CN1C(=O)NC(c2ccccc2)(c2ccccc2)C1=O (centres undefined),-28,i
COc1cccc(-c2nc(-c3ccc(NC(=O)c4cccnc4)cc3)no2)c1,-16,i
Fc1ccc(-c2csc(N3CCSCC3)n2)cc1,-22,i
CCCC(=NCCc1c(C)[nH]c2ccccc12)C1=C(O)CC(c2ccccc2)CC1=O (centres undefined),-17,i
C=CCNC(=O)c1ccc(OC)cc1,.,i
COC(=O)c1cccc(C(=O)Nc2ccc(C)cc2)n1,-8,i
O=C(COC(=O)CC(NC(=O)c1ccccc1Cl)c1ccccc1)Nc1cccc(F)c1 (centres undefined),-23,i
CC1CN(Cc2cc(=O)oc3cc(O)ccc23)CC(C)O1 (centres undefined),-7,i
CCOC(=O)c1oc2ccccc2c1NC(=O)c1ccc(S(=O)(=O)N(C)C)cc1,-15,i
CCOC(=O)C1CCCN(c2c(Nc3ccc(OCC)cc3)c(=O)c2=O)C1 (centres undefined),-13,i
CCN(CC)S(=O)(=O)c1cc(C(=O)Nc2ccncc2)ccc1Cl,3,i

# Following part:
SMILES,OX1R antagonist,CHT PAM
Cc1[nH]c2ccc(-c3nnc(SCC(=O)c4ccc(F)cc4)o3)cc2c1C,-15,i
Cc1[nH]c2c(ccc3cccnc32)c1C,-11,i
CCOc1ccc(C2C(C(=O)c3cccs3)=C(O)C(=O)N2Cc2cccnc2)cc1OC (centres undefined),-7,i
CC(C)Cn1c(=O)c(C(=O)Nc2ccccc2S(N)(=O)=O)c(O)c2ccccc21,-38,i
CCOC(=O)N1CCN(C(=O)CNC(=O)c2nn(-c3ccc(OC)c(Cl)c3)c(=O)c3ccccc23)CC1,-14,i
O=C(NC1CCCc2c1cnn2-c1cc(F)cc(F)c1)c1cc[n+]([O-])cc1 (centres undefined),-15,i
COc1ccccc1NC(=O)CNC(=O)c1ccccc1C,-20,i
CCSc1ncc(Cl)c(C(=O)Nc2ccc(S(=O)(=O)Nc3onc(C)c3C)cc2)n1,-12,i
CCc1c(C)sc2nc3c(C(=O)N4CCOCC4)cc(C(=O)c4cc(F)ccc4O)cn3c(=O)c12,-17,i
CCN1C[C@@H]2[C@@H]3C(=O)N(Cc4ccccc4)C(=O)[C@@H]3[C@](CC)(C1=O)N2C(=O)c1ccc(C(F)(F)F)cc1,-23,.
C[C@H](NC(=O)c1nc[nH]c1C(=O)NCc1ccccc1)C(=O)OCc1ccccc1,-31,i
COc1cccc(-n2cnnn2)c1,-7,i
CCOC(=O)Cn1c(=O)c(-c2ccccc2NC)nc2ccccc21,-40,i
COc1ccccc1CNCC(=O)Nc1ccc(N(C)C)cc1,-4,i
CSc1ccccc1NC(=O)c1ccc(N2CCCC2=O)cc1,-23,.
CC(=O)Nc1ccc(OCC(O)Cn2cccn2)cc1 (centres undefined),.,i
O=C(CSCc1cc(=O)n2ccsc2n1)Nc1ccc(F)cc1,-13,i
COc1ccc(CNS(=O)(=O)c2cn(C)c(=O)n(C)c2=O)cc1,0,i
CC1CCCCC1NC(=O)CCS(=O)(=O)c1ccc(Cl)cc1 (centres undefined),-20,.
Cc1ccc(NC(=O)C2(N(C(=O)Cn3nnnc3N)c3ccc(C)cc3)CCCCC2)cc1,-27,i

# 4 structures already listed, arranged by length of the SMILES, falling.
SMILES,OX1R antagonist,CHT PAM
CCCC(=NCCc1c(C)[nH]c2ccccc12)C1=C(O)CC(c2ccccc2)CC1=O (centres undefined),-17,i
COc1ccc(NC(=O)CCCN2C(=O)C(c3ccccc3)Oc3cccnc32)cc1OC (centres undefined),-16,i
O=C(O)CCc1ccc(-c2ccc(F)cc2)n1Cc1ccco1,-22,i
COc1ccccc1NC(=O)CNC(=O)c1ccccc1C,-20,i

# More records.
SMILES,OX1R antagonist,CHT PAM
O=C(CSc1ccc(F)cc1)Nc1ccc(Br)cc1,-14,i
CCOc1ccc2nc(NCCNS(=O)(=O)c3ccccc3)c(C#N)cc2c1,2,i
COc1ccc(C)cc1NC(=S)N1CCN(S(C)(=O)=O)CC1,-6,i
O=C(O)c1cnn(-c2ccccc2)c1C(F)(F)F,-7,i
O=C1C2CCc3ccccc3C2N1c1ccccc1 (centres undefined),-3,.
COc1ccccc1N1C(N)=NC(N)=NC1(C)C,-2,i
Cc1ccc(S(=O)(=O)N(C)C)cc1NC(=O)COC(=O)C1CC(=O)N(c2ccc3c(c2)OCCO3)C1 (centres undefined),-14,i
COc1ccc(O)c(-c2cc(-c3ccccc3Cl)[nH]n2)c1,-9,i
COc1ccc(Br)cc1C(=O)Nc1ccccc1-c1ccccc1,22,i
Cn1cnnc1SCC(=O)Nc1cccc(S(=O)(=O)N2CCOCC2)c1,-8,i
COC(=O)c1ccc(NC(=O)Nc2ccc(F)cc2)cc1,26,i
CCN(CC)CCNC(=O)c1ccc2c(c1)ncn2C1CCCCC1,-11,i
Cc1ccc(SCC2(O)CCN(S(=O)(=O)c3ccc(Cl)cc3)CC2)cc1,8,i
Cc1ccc(/C=C2\SC(N3CCN(C(c4ccccc4)c4ccccc4)CC3)=NC2=O)o1,-12,i
CN(C)c1ccc(NC(=O)Cn2cc3c(n2)CCCC3)cc1,-13,i
c1csc(-c2nnc(-c3ccc(N4CCOCC4)cc3)o2)c1,14,i
O=C(c1sccc1Cl)N1CCN(Cc2ccc3c(c2)OCO3)CC1,-9,i
CC(Oc1ccc([N+](=O)[O-])cc1)C(=O)NCCCN1CCOCC1 (centres undefined),-22,i
Cc1ccn2cc(CCNS(=O)(=O)c3ccc([N+](=O)[O-])cc3)nc2c1,-7,i
COc1ccc2c(C)cc(SCC(=O)Nc3nsc(-c4ccc(C)cc4)n3)nc2c1,-19,i

# Quoted from the results shown, 3 compounds:
SMILES,OX1R antagonist,CHT PAM
CC(Oc1ccc([N+](=O)[O-])cc1)C(=O)NCCCN1CCOCC1 (centres undefined),-22,i
Cc1ccn2cc(CCNS(=O)(=O)c3ccc([N+](=O)[O-])cc3)nc2c1,-7,i
COc1ccc2c(C)cc(SCC(=O)Nc3nsc(-c4ccc(C)cc4)n3)nc2c1,-19,i

# Later entries.
SMILES,OX1R antagonist,CHT PAM
CCCCNC(=O)C1CCCNC1=O (centres undefined),2,i
COC(=O)CCCN=C1SCCN1Cc1ccccc1,-13,i
COc1ccc(CNC(=O)CCSCc2cccc(F)c2)cc1,-13,i
COc1c(S(=O)(=O)N2CCCCC2)ccc2c(S(=O)(=O)N3CCCCC3)cccc12,-20,i
Clc1ccc(-n2nnnc2CN2CCOCC2)cc1Cl,-13,i
C#CCOCCOCCOCCNc1nc(N2CCN(C(=O)C(Cc3cc4ccccc4[nH]3)n3cc(C(N)C(C)CC)nn3)CC2)nc(N2CCN(C(=O)C(Cc3cc4ccccc4[nH]3)n3cc(C(N)C(C)CC)nn3)CC2)n1 (centres undefined),4,i
COc1ccc(C(=O)Nc2ccc(C(=O)NCC3CCCO3)cc2)c(OC)c1OC (centres undefined),-12,i
CN1C(=O)CC(C(=O)O)SC1=Nc1cc(Cl)cc(Cl)c1 (centres undefined),-1,i
Cc1ccccc1NC(=O)COC(=O)c1c(-c2ccccc2)noc1C,-31,.
COc1ccc(N(C(=O)C2CCCCC2)S(=O)(=O)c2cccc3cccnc23)cc1,-35,i
Cc1cccc(NC(=O)COn2nnc3ccc(S(C)(=O)=O)cc32)c1,-3,i
Cc1ccc(N2C(=O)c3ccc(C(=O)N4CCN(c5ccccc5F)CC4)cc3C2=O)cc1,-16,i
CN(C(=O)CSc1nc(O)cc(=O)n1-c1ccccc1F)c1ccccc1,-6,i
Cc1ccc(-c2csc(NC(=O)Cn3cnc4c3c(=O)n(C)c(=O)n4C)n2)cc1C,-19,i
OCC1(Cc2ccccc2)CCN(Cc2ccc(C(F)(F)F)cc2)CC1,-22,i
COC(=O)c1cccc(NC(=O)c2cccc(N3C(=O)CCC3=O)c2)c1,13,.
O=[N+]([O-])c1ccccc1OCc1nc(-c2cccs2)no1,-20,i
C#CC[N+](C)(C)C(C#Cc1ccccc1)CC=C (centres undefined),-11,i
COCCN(Cc1nc2ccccc2c(=O)[nH]1)C(=O)COc1cccc(C(C)=O)c1,-3,.
Cc1onc2c(=O)n(-c3ccccc3)nc(-c3ccccc3)c12,-25,i
Nc1cc(N)nc(SCC(=O)Nc2ccc(Br)cc2Cl)n1,-8,i
